CHO parental Ca – counter-screen: ATP calcium response change in parental CHO cells; parental CHO-K1, ATP-induced calcium, Fluo-8 fluorescence; inhibition, % at 5.6 µM; 0.63% of 330,000 active; AID 463079;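 active = inhibition above that plate's mean sample inhibition plus 3 SD, cut at about 26% in these data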;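 note: 0% = ATP-challenged DMSO wells and 100% = DMSO wells without ATP; some compounds past the cut are filed as inactive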
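Assay system: parental CHO cells; Read-out basis: percent inhibition of ATP-evoked calcium rise, normalized to controls; Benchmarks: ATP and no-ATP DMSO wells; Compound dosing: single nominal dose of 5.6 µM per compound; Signal: Fluo-8 calcium dye fluorescence; Also added: ATP as calcium-mobilizing challenge; Repeats: singlicate.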
OXTR potentiate – potentiates the human oxytocin receptor response; P30559; CHO-OTR cells, Fluo-8 calcium fluorescence, potentiator mode; 0% = oxytocin EC15, 100% = EC100; activation, % at 3 µM; 0.061% of 320,000 active; AID 2445;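 active = activation above that plate's cutoff, the mean activation of tested compounds plus 3 SD, cut at about 6.6% in these data, passing the limit was not always enough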;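 note: 100% uses oxytocin at 75 nM as the full agonist control; some results filed as inactive read as strong as hits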
Target sequence (P30559 whole entry, looked up): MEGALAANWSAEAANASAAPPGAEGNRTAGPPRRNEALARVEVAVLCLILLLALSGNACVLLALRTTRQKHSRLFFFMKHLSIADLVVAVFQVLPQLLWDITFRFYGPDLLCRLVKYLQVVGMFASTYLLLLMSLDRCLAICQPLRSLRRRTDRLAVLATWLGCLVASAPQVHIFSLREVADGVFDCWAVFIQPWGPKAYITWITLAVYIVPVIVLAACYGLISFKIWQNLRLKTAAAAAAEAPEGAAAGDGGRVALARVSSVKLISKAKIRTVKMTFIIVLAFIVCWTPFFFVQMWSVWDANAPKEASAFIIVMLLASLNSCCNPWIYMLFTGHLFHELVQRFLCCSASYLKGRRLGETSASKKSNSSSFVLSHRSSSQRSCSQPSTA
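Material: human OTR in CHO cells. Compound: 3.0 µM, one dose. Timing: compound 6 min at room temperature before oxytocin, 100 s read. Evaluation: % activation of max/min ratio relative to oxytocin controls. Replication: single well per compound, singlicate. Signal: Fluo-8 calcium dye fluorescence.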
M1 ag parental – M1 agonist counterscreen hit in parental CHO-K1 cells; Fluo-8 calcium fluorescence; scaled to maximal ATP response, vehicle zero; activation, % at 3 µM; 0.48% of 360,000 active; in the data active = activation above about 15%;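 note: untransfected CHO-K1 host cells lacking M1 receptor as counterscreen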
TAAR1 antag – antagonists of human TAAR1; Q96RJ0; AID 624466; inhibition, % at 3 µM; CHO RD-HGA16 TAAR1, Fluo-8 calcium fluorescence, antagonist; 1.5% of 360,000 active;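 active = inhibition above a per-plate cutoff, the mean inhibition of test compounds on that plate plus 3 SD, cut at about 49% in these data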;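 note: 0% = DMSO plus EC80 beta-PEA response and 100% = DMSO alone without agonist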
Target sequence (Q96RJ0 whole entry, looked up): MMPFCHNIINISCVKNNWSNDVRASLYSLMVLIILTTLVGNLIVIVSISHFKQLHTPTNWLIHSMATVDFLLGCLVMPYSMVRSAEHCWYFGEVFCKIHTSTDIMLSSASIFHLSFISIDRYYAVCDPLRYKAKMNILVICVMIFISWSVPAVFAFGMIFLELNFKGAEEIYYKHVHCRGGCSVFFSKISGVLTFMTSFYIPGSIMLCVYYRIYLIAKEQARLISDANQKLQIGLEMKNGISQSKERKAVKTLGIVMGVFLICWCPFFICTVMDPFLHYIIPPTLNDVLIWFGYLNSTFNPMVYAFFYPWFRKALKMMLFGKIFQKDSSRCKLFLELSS
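Assay system: CHO-derived RD-HGA16 cells stably expressing human TAAR1 plus Gα16. Timing: 140 s kinetic read after compound, 140 s after agonist. Technique: kinetic Fluo-8 calcium fluorescence measurement. Measure: % inhibition of agonist calcium response.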
M1 antag – blocks human M1 muscarinic receptor | inhibition, % at 3 µM | P11229 | CHO-K1 hM1, Fluo-8 calcium fluorescence, ACh EC80 antagonist | AID 588852 | 1.3% of 360,000 active;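 active = percent inhibition above its own plate's cutoff, namely the mean of that plate's compound wells plus 3 SD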;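 note: peak over basal fluorescence ratio during 140 s after agonist addition; 0% = ACh EC80 plus DMSO and 100% = DMSO alone without agonist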
CHRM1 agonist – activates human CHRM1 receptor; 0.33% of 360,000 active; CHO-K1 hM1, Fluo-8 calcium fluorescence, agonist mode; 0% DMSO, 100% acetylcholine EC100; activation, % at 3 µM; P11229;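 active = activation above the run's mean compound activation plus 3 SD, cut at about 16% in these data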;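 note: peak over basal fluorescence ratio within a 140 s kinetic read after compound addition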
CHO-K1 Ca PAM – counter-screen for M1 PAMs: effect in parental CHO-K1 cells. ATP EC20, Fluo-8 calcium fluorescence; 0% at ATP EC20, 100% at ATP max. activation, % at 3 µM. 0.02% of 360,000 active. AID 602247;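 active = activation above the run cutoff, the mean activation of all test compounds plus 3 SD, cut at about 40% in these data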;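 note: peak over basal fluorescence ratio in a 140 s read after ATP addition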
TAAR1 ag – human TAAR1 agonism; activation, % at 3 µM; 0.99% of 360,000 active; CHO RD-HGA16 TAAR1, Fluo-8 calcium fluorescence; vehicle wells 0%, saturating PEA agonist 100%; Q96RJ0;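 active = activation above the mean activation of all test compounds in the run plus 3 SD, cut at about 38% in these data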
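System: CHO RD-HGA16 cells carrying human TAAR1 plus Gα16; Incubation: 17-24 h seeding, 75 min 37 °C dye, 30 min RT; Measured by: Fluo-8 fluorescence, 5 s baseline then 140 s kinetic read; Control set: DMSO and PEA EC100; Replication: single well for each compound.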
CHO-K1 Ca antag – counter-screen for M1 antagonists: effect in parental CHO-K1 cells; 0.6% of 360,000 active; ATP-induced calcium, Fluo-8 fluorescence; inhibition, % at 3 µM;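 active = inhibition above a per-plate cutoff, the plate's mean sample inhibition plus 3 SD, cut at about 24% in these data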;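 note: 0% = DMSO plus EC80 ATP and 100% = DMSO alone without ATP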
Starred values were filed as active, the others as inactive; & = joins results of further samples.

N#Cc1nc(-c2ccccc2)oc1NCCN1CCCCC1 was read as CHO parental Ca -18, OXTR potentiate -13, M1 ag parental 0.4, TAAR1 antag 1, M1 antag -15, CHRM1 agonist -6, CHO-K1 Ca PAM -4, TAAR1 ag 7 and CHO-K1 Ca antag 0.
Cc1ccc(-c2cc(-c3ccc4c(c3)OCO4)c(C#N)c(N)n2)o1 was read as CHO parental Ca -9, OXTR potentiate -8, M1 ag parental 0.2, TAAR1 antag 21, M1 antag -5, CHRM1 agonist -2, CHO-K1 Ca PAM 8, TAAR1 ag -1 and CHO-K1 Ca antag -2.
`Cc1ccc[n+](CC(=O)Nc2cc(C(F)(F)F)ccc2N2CCOCC2)c1` gave CHO parental Ca -9, OXTR potentiate -4, M1 ag parental 1.2, TAAR1 antag -7, M1 antag -7, CHRM1 agonist -8, CHO-K1 Ca PAM 10, TAAR1 ag 1 and CHO-K1 Ca antag -10.
`CC(CC(=O)OCC(=O)Nc1ccc2[nH]c(=O)[nH]c2c1)c1ccccc1` (stereo not drawn) gave CHO parental Ca 13, OXTR potentiate -5, M1 ag parental -0.1, TAAR1 antag -11, M1 antag -5, CHRM1 agonist 0, CHO-K1 Ca PAM 15, TAAR1 ag 2 and CHO-K1 Ca antag -11.
O=C(NCc1cccnc1)C1c2ccccc2C(=O)N1Cc1ccco1 (stereo not drawn) was read as CHO parental Ca -1, OXTR potentiate -4, M1 ag parental -0.6, M1 antag 1, CHRM1 agonist -3, CHO-K1 Ca PAM -9 and CHO-K1 Ca antag 17.
For CC1CCCCC1NC(=O)CCn1c(=S)[nH]c2ccccc2c1=O (stereo not drawn) the results were M1 ag parental 0.1, TAAR1 antag -22, M1 antag -8, CHRM1 agonist -2, CHO-K1 Ca PAM 15, TAAR1 ag 11 and CHO-K1 Ca antag -14.
Screening O=C(Oc1ccc(N(Cc2cccs2)C2=NS(=O)(=O)c3ccccc32)cc1)c1ccccc1 returned CHO parental Ca -5, OXTR potentiate 6, M1 ag parental 0.4, TAAR1 antag -3, M1 antag -6, CHRM1 agonist -2, CHO-K1 Ca PAM 10, TAAR1 ag 10 and CHO-K1 Ca antag -6.
For CSc1nsc(SCC(=O)Nc2ccccc2)n1 the results were CHO parental Ca -22, OXTR potentiate -3, M1 ag parental 3.1, TAAR1 antag -17, M1 antag 3, CHRM1 agonist -4, CHO-K1 Ca PAM 14, TAAR1 ag -3 and CHO-K1 Ca antag -18.
`CC(C(=O)N1CCc2ccccc21)N1CCN(S(=O)(=O)c2ccc3c(c2)OCCCO3)CC1` (stereo not drawn) gave M1 ag parental 6.4, TAAR1 antag 4, M1 antag 2, CHRM1 agonist -7, CHO-K1 Ca PAM 4, TAAR1 ag 4 and CHO-K1 Ca antag -2.
Screening COC(=O)[C@]12CCCCC=C1N(Cc1cccc3ccccc13)C(=O)[C@H](CC(=O)NCCC(C)C)C2 returned M1 ag parental 6.0, TAAR1 antag 62*, CHO-K1 Ca PAM 0, TAAR1 ag 9 and CHO-K1 Ca antag 11.
Screening CCCNC(=O)COC(=O)c1cc(SC)ccc1Cl returned CHO parental Ca -16, OXTR potentiate -9, M1 ag parental -0.2, TAAR1 antag 3, M1 antag -10, CHRM1 agonist -1, CHO-K1 Ca PAM -5, TAAR1 ag 1 and CHO-K1 Ca antag 14.
For CC(C)C[C@H](NC(=O)[C@H](Cc1ccccc1)n1c(=O)[nH]c2ccccc2c1=O)C(=O)N1CCC[C@@H]1C(=O)O the results were CHO parental Ca 4, OXTR potentiate -6, M1 ag parental 2.7, TAAR1 antag 8, M1 antag 1, CHRM1 agonist -3, CHO-K1 Ca PAM 14, TAAR1 ag 0 and CHO-K1 Ca antag 9.
For Cc1ccccc1-n1cnc2cc(NCc3cccs3)ccc21 the results were CHO parental Ca -24, OXTR potentiate -4, M1 ag parental 0.6, TAAR1 antag -7, M1 antag -9, CHRM1 agonist -6, CHO-K1 Ca PAM 17, TAAR1 ag 3 and CHO-K1 Ca antag -5.
For CCCCn1c(N)c(N(CCOC)C(=O)C2CCN(S(=O)(=O)c3ccc(Cl)cc3)CC2)c(=O)[nH]c1=O the results were CHO parental Ca -6, OXTR potentiate 1, M1 ag parental 0.3, TAAR1 antag -12, M1 antag 15, CHRM1 agonist -2, CHO-K1 Ca PAM -19, TAAR1 ag 0 and CHO-K1 Ca antag 8.
`CC(=O)c1cnc(SCC(=O)O)nc1C` gave CHO parental Ca -9, OXTR potentiate -7, M1 ag parental 0.6, TAAR1 antag 0, M1 antag 10, CHRM1 agonist -2, CHO-K1 Ca PAM 16, TAAR1 ag 9 and CHO-K1 Ca antag -4.

Gathered by group: those above containing a furan ring, fused or not (two)
Cc1ccc(-c2cc(-c3ccc4c(c3)OCO4)c(C#N)c(N)n2)o1 was read as CHO parental Ca -9, OXTR potentiate -8, M1 ag parental 0.2, TAAR1 antag 21, M1 antag -5, CHRM1 agonist -2, CHO-K1 Ca PAM 8, TAAR1 ag -1 and CHO-K1 Ca antag -2.
O=C(NCc1cccnc1)C1c2ccccc2C(=O)N1Cc1ccco1 (stereo not drawn) was read as CHO parental Ca -1, OXTR potentiate -4, M1 ag parental -0.6, M1 antag 1, CHRM1 agonist -3, CHO-K1 Ca PAM -9 and CHO-K1 Ca antag 17.

Other compounds follow.
C=C[C@]1(C)C[C@@H](OC(=O)CSCCN(CC)CC)[C@]2(C)C(C)CC[C@]3(CCC(=O)[C@H]32)[C@@H](C)[C@@H]1O (stereo partly drawn) was read as CHO parental Ca -14&-23, OXTR potentiate -3&-2, M1 ag parental -0.1&0.6, TAAR1 antag -17&-20, M1 antag -32&-26, CHRM1 agonist -8&-9, CHO-K1 Ca PAM 2&18, TAAR1 ag 11&2 and CHO-K1 Ca antag -7&-11.
`COc1cc(NC(=O)C(=O)N2CCN(C)CC2)c(OC)cc1Cl` gave CHO parental Ca 9, OXTR potentiate 3, M1 ag parental -0.1, TAAR1 antag -24, M1 antag -5, CHRM1 agonist -7, CHO-K1 Ca PAM -8, TAAR1 ag 2 and CHO-K1 Ca antag 1.
Cc1cnc(NC(=O)COc2ccccc2)s1 was read as CHO parental Ca -6, OXTR potentiate -17, M1 ag parental -0.2, TAAR1 antag 9, M1 antag 15, CHRM1 agonist -2, CHO-K1 Ca PAM -9, TAAR1 ag 4 and CHO-K1 Ca antag 25*.
CC1=NN(C(=O)c2csc(C(C)C)c2)C(O)(C(F)(F)F)C1 (stereo not drawn) was read as CHO parental Ca -8, OXTR potentiate -4, M1 ag parental 0.0, TAAR1 antag 12, M1 antag -12, CHRM1 agonist -10, CHO-K1 Ca PAM 18, TAAR1 ag 1 and CHO-K1 Ca antag -4.
For C#Cc1ccc(NC(=O)C2(C)CCN2C(=O)c2cc(C)n(C)n2)cc1 (stereo not drawn) the results were M1 ag parental 2.9, TAAR1 antag -7, M1 antag -3, CHRM1 agonist 1, CHO-K1 Ca PAM -2, TAAR1 ag 3 and CHO-K1 Ca antag -6.
For CC1(C)CC2CC(C)(CN2C(=O)c2cc(-c3ccccc3O)on2)C1 (stereo not drawn) the results were CHO parental Ca -11, OXTR potentiate -2, M1 ag parental 0.1, TAAR1 antag -31, M1 antag -13, CHRM1 agonist -2, CHO-K1 Ca PAM 3, TAAR1 ag -1 and CHO-K1 Ca antag -8.
Screening Cc1cc(Cl)ccc1NC(=O)Nc1c(C)n(-c2ccccc2)c(=O)n1C returned CHO parental Ca -7, OXTR potentiate 3, M1 ag parental 0.0, TAAR1 antag -6, M1 antag -8, CHRM1 agonist -6, CHO-K1 Ca PAM 22, TAAR1 ag 2 and CHO-K1 Ca antag -18.
Screening COC(=O)c1cn[nH]c1NC(=S)Nc1ccc(Cl)c(Cl)c1 returned CHO parental Ca 13, OXTR potentiate -9, M1 ag parental 7.5, TAAR1 antag 10, M1 antag 15, CHRM1 agonist -2, CHO-K1 Ca PAM 4, TAAR1 ag 13 and CHO-K1 Ca antag -1.
Screening CCCn1c(CCc2ccccc2)nnc1SCC(=O)N1CCOCC1 returned CHO parental Ca -15, OXTR potentiate -2, M1 ag parental 0.3, TAAR1 antag 6, M1 antag -26, CHRM1 agonist -2, CHO-K1 Ca PAM 8, TAAR1 ag 8 and CHO-K1 Ca antag -4.
`COc1ccc2cc(C(=O)NCCCN3CCCC3=O)[nH]c2c1` gave CHO parental Ca 1, OXTR potentiate 2, M1 ag parental 0.1, TAAR1 antag -10, M1 antag 4, CHRM1 agonist -1, CHO-K1 Ca PAM -14, TAAR1 ag 1 and CHO-K1 Ca antag 17.
O=C(c1cccs1)N1CCC(c2nc3c(nnn3Cc3ccccc3)c(=O)[nH]2)CC1 was read as CHO parental Ca -19, OXTR potentiate 0, M1 ag parental 0.0, TAAR1 antag 12, M1 antag -6, CHRM1 agonist 0, CHO-K1 Ca PAM 12, TAAR1 ag 7 and CHO-K1 Ca antag 7.
Screening O=C(N/C(=C\c1ccco1)C(=O)N1CCOCC1)c1ccc([N+](=O)[O-])cc1 returned CHO parental Ca -14, OXTR potentiate 2, M1 ag parental 0.8, TAAR1 antag -8, M1 antag -3, CHRM1 agonist -5, CHO-K1 Ca PAM 10, TAAR1 ag 2 and CHO-K1 Ca antag -8.
`CC(C)(C)OC(=O)CN1C(=O)NC2(CCCc3ccccc32)C1=O` (stereo not drawn) gave CHO parental Ca -2, OXTR potentiate -7, M1 ag parental 1.9, TAAR1 antag 1, M1 antag -16, CHRM1 agonist -3, CHO-K1 Ca PAM -1, TAAR1 ag 7 and CHO-K1 Ca antag -17.
`COc1ccc(N2CC(C(=O)N(CC(C)C)c3c(N)n(Cc4ccccc4)c(=O)[nH]c3=O)CC2=O)c(OC)c1` (stereo not drawn) gave CHO parental Ca -14, OXTR potentiate 4, M1 ag parental 2.0, TAAR1 antag 4, M1 antag -8, CHRM1 agonist -2, CHO-K1 Ca PAM 12, TAAR1 ag -1 and CHO-K1 Ca antag -3.
`COC(=O)c1ccc(COC(=O)C(CCS(C)(=O)=O)N2C(=O)c3ccccc3C2=O)cc1` (stereo not drawn) gave CHO parental Ca -5, OXTR potentiate 3, M1 ag parental 0.8, TAAR1 antag -2, M1 antag -7, CHRM1 agonist -2, CHO-K1 Ca PAM 18, TAAR1 ag 3 and CHO-K1 Ca antag -6.

Screening data deposited in PubChem BioAssay by The Scripps Research Institute Molecular Screening Center.
